Screens deposited in PubChem BioAssay by National Center for Advancing Translational Sciences (NCATS).
NPC1 promoter act = activates the NPC1 promoter; Potency, µM (doses to about 9.22 µM), for inactives: at the top dose activation, actives largely listed as activators; hit rate 2.4% among 320,000; AID 485313; Huh7 NPC1 promoter luciferase reporter, 24 h;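 also: % of control where 0% means no effect; nearly all actives have a fitted effect of over 60% in size; reporter is driven by a mutant NPC1 promoter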
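Luminescence from an NPC1 promoter-driven luciferase reporter in stably transfected Huh7 cells was measured after 24 h compound treatment at 37 °C, followed by 10 min ambient incubation with luciferase detection reagent.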
p53 reactivation = re-activators of mutant p53. H1299 p53-A138V BP100-luciferase reporter, luminescence, 24 h. Potency, µM (top dose mostly 92.2 µM), for the others: top-dose activity change, positive = activation, usual class: activators. hit rate 0.063% among 320,000. AID 504706; also: % of control where 0% means no effect; nearly all actives have a fitted effect of over 45% in size
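H1299 (p53-null), stable ts p53-A138V + BP100-Luc; 1000 cells/well, Opti-MEM/10% FBS; cpd 4 pt, 1:5; 24 h, 37 deg C, 5% CO2; detection reagent 10 min RT; luminescence.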
MBNL1 CUG block = blocks human MBNL1 binding to CUG repeat RNA; AID 2675; hit rate 0.036% among 280,000; TR-FRET MBNL1-His/biotin-(CUG)12 binding, 665/545 ratio; Q9NR56; Potency, µM (titrated, usually from 57.5 µM), for inactives: at the top dose activity change, negative = inhibition, usual class: inhibitors; active = well fitted inhibition curve with a large enough effect in the signal ratio, with a control signal flat, not every such curve was filed as active; inconclusive = small, poorly fitted or top-dose-only effect, or effect the other way, or a change in a side signal; inactive = no such curve, though single readings can be large or run the other way; the % refers to the signal ratio; also: % is scaled to controls: 0 for no effect and ±100 for the full control effect
Target sequence (Q9NR56 whole entry, looked up): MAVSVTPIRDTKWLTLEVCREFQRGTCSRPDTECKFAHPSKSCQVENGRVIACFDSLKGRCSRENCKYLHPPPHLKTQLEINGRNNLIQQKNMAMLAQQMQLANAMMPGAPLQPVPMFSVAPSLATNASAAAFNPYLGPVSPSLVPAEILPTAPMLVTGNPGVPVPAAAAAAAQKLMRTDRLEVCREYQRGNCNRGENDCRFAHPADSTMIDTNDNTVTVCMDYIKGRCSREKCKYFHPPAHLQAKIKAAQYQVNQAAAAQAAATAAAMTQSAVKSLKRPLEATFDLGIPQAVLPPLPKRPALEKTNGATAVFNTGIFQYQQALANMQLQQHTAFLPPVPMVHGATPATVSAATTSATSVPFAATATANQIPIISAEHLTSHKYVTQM
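TR-FRET readout: Ex 340 nm, 665/545 nm emission ratio, normalized to buffer-only (basal) and MBNL1-(CUG)12 controls. Complex of MBNL1-His with Biotin-(CUG)12, compounds 92 nM–58 uM, incubated 60 min at room temperature.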
FLuc counter = firefly luciferase modulation, counter-screen for miR-21 project | hit rate 6.9% among 360,000 | P08659 | Potency, µM (highest dose often 57.5 µM), for inactives: at the top dose activity change, negative = inhibition, usual class: inhibitors | purified FLuc, Km substrates, luminescence inhibition;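 also: plate controls were vehicle for no effect and reference inhibitor for full effect; nearly all actives have a fitted effect of over 55% in size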
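Purified P. pyralis luciferase, 10 nM final, with Km-level 10 uM D-luciferin and 10 uM ATP in 50 mM Tris acetate pH 7.5, 10 mM Mg acetate, 0.01% Tween-20, 0.05% BSA; 6-point qHTS titration about 60 µM downward; luminescence read.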
uPA generation = blocks generation of uPA at the cell surface | AID 540303 | hit rate 0.31% among 330,000 | cell surface uPA generation assay, qHTS | Potency, µM (highest dose often 38.3 µM), for the others: top-dose activity change, negative = inhibition, most hits filed as inhibitors; active = well fitted inhibition curve with a large enough effect; inconclusive = small, poorly fitted or top-dose-only effect; inactive = no such curve, though single readings can be large or run the other way; tested in mouse RAW 264.7 cells; also: % is scaled to controls: 0 for no effect and ±100 for the full control effect; nearly all actives have a fitted effect of over 55% in size
Rab9 prom act = Rab9 promoter activation; Huh7 Rab9 promoter-luciferase reporter, luminescence, 24 h; Potency, µM (series often up to 9.22 µM), without a hit: at the top dose activation, negative = inhibition, actives largely listed as activators; hit rate 2.8% among 320,000; AID 485297; also: % of control where 0% means no effect; nearly all actives have a fitted effect of over 60% in size
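Huh7 cells stably carrying Rab9 promoter–luciferase reporter, plated 1500 cells/well, compound added after 2 h and incubated 24 h at 37 °C; luciferase luminescence then read after 10 min with detection reagent.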
VP16 counter = inhibits Gal4-VP16 luciferase reporter, ROR gamma counter-screen; hit rate 3.5% among 310,000; Drosophila S2 Gal4-VP16 UAS-luciferase, luminescence, 20 h; Potency, µM (doses to about 53.6 µM), without a hit: at the highest dose activity, negative = inhibition, usual class: inhibitors;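 also: Gal4-VP16 expression switched on by copper sulfate through the metallothionein promoter; % is scaled to controls: 0 for no effect and ±100 for the full control effect; nearly all actives have a fitted effect of over 50% in size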
BRCA1 expr up = activators of BRCA1 expression. Potency, µM (titrated, usually from 46.1 µM), for inactives: at the highest dose activation, actives largely listed as activators. hit rate 1.1% among 380,000. MCF7-BRCA1-FFLuc reporter, luminescence, 48 h; response scale: scaled: vehicle 0%, 10 µM genistein 100%; also: nearly all actives have a fitted effect of over 80% in size; some results filed as inactive show a strong effect at the top dose
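Cells: MCF7-BRCA1-FFLuc, 2000/well. Exposure: 48 h, 37 °C, 5% CO2. Read: luminescence, 15 min post-substrate. Controls: genistein 10 microM (maximal activation), DMSO (neutral).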
ELG1 genotoxic = inducers of genotoxicity in HEK293T ELG1-luciferase cells. HEK293T ELG1-luciferase reporter, luminescence, 16 h. hit rate 1.3% among 330,000. Potency, µM (titrated, usually from 46 µM), for inactives: top-dose activity change, positive = activation, hits mostly activators. AID 504466; also: % of control where 0% means no effect; nearly all actives have a fitted effect of over 60% in size
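Genotoxic stress is detected as increased luminescence from luciferase-tagged ELG1 in HEK293T cells, measured with ONE-Glo after a 16 hr treatment at 37 °C.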
RORg inh = inhibitors of mouse ROR gamma transcriptional activity. P51450. Drosophila S2 Gal4-RORgamma UAS-luciferase reporter, 20 h. Potency, µM (top dose mostly 53.6 µM), for inactives: top-dose activity change, negative = inhibition, hits mostly inhibitors. hit rate 5.4% among 310,000. AID 2551; also: % is scaled to controls: 0 for no effect and ±100 for the full control effect; nearly all actives have a fitted effect of over 60% in size
Target sequence (P51450 whole entry, looked up, the tested form may be a part): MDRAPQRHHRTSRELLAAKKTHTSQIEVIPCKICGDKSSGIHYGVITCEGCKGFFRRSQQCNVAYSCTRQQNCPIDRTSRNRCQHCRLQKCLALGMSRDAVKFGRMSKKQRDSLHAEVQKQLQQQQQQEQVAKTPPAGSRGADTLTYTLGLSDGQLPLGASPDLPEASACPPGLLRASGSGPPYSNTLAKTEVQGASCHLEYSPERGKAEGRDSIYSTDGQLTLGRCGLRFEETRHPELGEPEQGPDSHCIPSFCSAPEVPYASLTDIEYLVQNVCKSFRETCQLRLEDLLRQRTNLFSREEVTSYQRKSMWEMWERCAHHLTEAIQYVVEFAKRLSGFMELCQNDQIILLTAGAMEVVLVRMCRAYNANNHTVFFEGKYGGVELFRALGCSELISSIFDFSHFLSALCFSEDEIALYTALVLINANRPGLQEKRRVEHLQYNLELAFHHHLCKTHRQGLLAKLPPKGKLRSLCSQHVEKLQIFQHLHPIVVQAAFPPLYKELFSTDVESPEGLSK
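Compounds are pin-transferred onto Drosophila Schneider cells expressing a copper-inducible Gal4–ROR gamma transactivation domain fusion. After 1 hr, copper sulfate is added to 700 uM final; luciferase is read 20 hr later.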
* marks the source's active call; other numbers are inactive results; ? = inconclusive; / = not tested or not shown; [ ] = remark or other dose. Unless noted, calls follow the shape of the dose curve; as a rule, active = well fitted curve in the direction sought with a large enough effect; inconclusive = small, poorly fitted or top-dose-only effect, or another doubt; inactive = no such curve, though single readings can be large; an effect the other way counts as inactive or inconclusive. Potency is read from the fitted curve at half-maximal effect.

SMILES,NPC1 promoter act,RORg inh,BRCA1 expr up,FLuc counter,Rab9 prom act,VP16 counter,uPA generation,p53 reactivation,ELG1 genotoxic,MBNL1 CUG block
C=CCNC(=O)C1=NOC(CNC(=O)c2c(-c3ccccc3Cl)noc2C)C1 (stereo not drawn),1%,13%,-3%,-4%,-15%,-14%,0%,0%,1%,-8%
COc1ccccc1-c1nnc(SCC(=O)OC(C)C)o1,/,-38%,-30%,?,/,?,/,/,/,-2%
CC1(C)CC(=O)c2sc(N)nc2C1,-1%,26%[0.365 µM],6%,2%,-6%,/,-5%,-1%,11%,7%
COc1ccc(NC(=O)NCCc2ccc(Cl)cc2)cc1OC,12%,3%,-10%,2%,0%,3%,-1%,-4%,1%,-3%
CC(C)c1ccc(N(CC(=O)NCc2cccnc2)S(=O)(=O)c2ccccc2)cc1,0%,?,-27%,0%,-7%,-7%,-7%,-5%,-6%,-2%
CCOC(=O)C1=CN(CC)S(=O)(=O)NC1c1ccccc1 (stereo not drawn),/,/,11%,/,/,/,-11%,1%,1%,/
O=C(c1cccc(Cl)c1)N1CCN(C(=O)c2ccco2)CC1,-4%,-12%,-9%,4%,7%,-3%,0%,-1%,1%,0%
CC1CCC2(CC1)NC(=O)N(NC(=O)C1CCN(C(=O)c3ccc(Cl)cc3)CC1)C2=O (stereo not drawn),-4%,/,-2%,6%,0%,/,5%,-2%,-1%,/
COc1ccc(/C=N/NC(=O)c2cc(C)n(-c3ccccc3)c2C)cc1OC,-20%,-18%,-2%,8.5µM*,22%,?,-11%,-4%,7%,/
COc1cc(C(C)=O)ccc1OCC(O)Cn1nc(C)c(Br)c1C (stereo not drawn),2%,?,-14%,?,14%,-3%,-2%,/,1%,-3%
Cc1cccc(N(C(=O)c2snc(C(N)=O)c2N)C(C(=O)NC2CCCC2)c2ccncc2)c1 (stereo not drawn),-4%,7%,-19%,0%,0%,-14%,-4%,3%,4%,3%
CC1(C)C(=O)C2(CCCC2)C(=O)OC1c1ccco1 (stereo not drawn),2%,12%,-11%,4%,-2%,7%,6%,-6%,0%,-3%
Cc1nc2ccccc2c(=O)n1NC(=O)c1ccc([N+](=O)[O-])cc1Cl,1%,2%,-1%,-3%,-2%,-11%,0%,3%,0%,?
CCCN(CCC)S(=O)(=O)c1ccc(C(=O)OCCN2C(=O)c3cccc4c(N5CCOCC5)ccc(c34)C2=O)cc1,-9%,3%,-8%,0%,-4%,7%,3%,-8%,-14%,21%[11.5 µM]
O=C1/C(=C/c2ccc(F)cc2)SC(=S)N1Nc1ncc(C(F)(F)F)cc1Cl,-3%,-1%,-1%,-2%,9%,-7%,5%,-5%,3%,-5%
COc1ccc(NC(=O)CSc2nc3[nH]c(=O)cc(O)c3s2)c(OC)c1,-1%,/,-4%,2%,-1%,/,7%,1%,5%,/
O=C(C1CCC(=O)N1Cc1cccs1)N1CCOCC1 (stereo not drawn),-4%,-7%,-5%,2%,1%,3%,8%,1%,2%,-4%
CC(C)c1ccc2[nH]c(O)c(N=NC(=S)NCCc3ccccc3)c2c1,-3%,2µM*,-57%,6%,-3%,2.2µM*,?,-16%,-3%,-1%
COc1ccc(NC(=O)CN(C)C(=O)c2c(C)nn(Cc3ccc(C)cc3)c2Cl)cc1,-2%,/,-15%,3%,-1%,/,12%,3%,-1%,/
CN=C1SC(C(=O)Nc2ccccc2Cl)CC(=O)N1c1ccc(OC(F)(F)Cl)cc1 (stereo not drawn),-4%,-2%,-8%,-5%,-2%,3%,-5%,3%,-2%,/
N#Cc1c(NC(=O)c2ccco2)sc2c1CCC2,-6%,1%,5%,-1%,5%,-7%,-26%,7%,-1%,?
O=C(CNC(=O)c1ccccc1Br)N/N=C/c1ccc(O)cc1,-2%,8%,-36%,?,2%,6%,1%,-1%,15%,7%
CCSc1ncnc2c1oc1ccccc12,-2%,48%,-2%,?,6%,-5%,1%,?,?,3%
COc1cc(/C=C\C(=O)Nc2cc(=O)n(C)c(=O)n2C)cc(OC)c1OC,-5%,3%,-29%,-18%,12%,11%,-12%,-1%,-12%,?
Cc1ccc(C(=O)NS(=O)(=O)c2ccc(C)cc2)cc1,1%,4%,-18%,-7%,1%,-3%,18%,-2%,0%,/
CCOC(=O)c1cc(NC(=O)Cc2ccc(S(=O)(=O)N3CCOCC3)s2)cc(C(=O)OCC)c1,-14%,/,-53%,1%,-1%,/,9%,-11%,-9%,/
O=C1N[C@H]2CC=C[C@H]2Nc2ccccc21,/,/,11%,/,/,/,?,27%,?,/
CC(=O)NC(Cc1ccccc1)C(=O)NC(Cc1ccccc1)C(=O)O (stereo not drawn),-4%,-5%,-25%,7%,-3%,-10%,-1%,1%,0%,-1%
O=C1CCC(=O)N1CN(C(=O)c1ccco1)c1ccccc1,1%,9%,6%,0%,-9%,7%,3%,3%,0%,5%
O=C(Nc1ccccc1C(=O)O)c1ccc(N2C(=O)C3CC=CCC3C2=O)cc1 (stereo not drawn),-1%,-11%,-17%,4.8µM*,0%[1.84 µM],-11%,1%,-3%,0%,-12%

Five entries already listed, arranged by the value under NPC1 promoter act, smallest number first.
SMILES	NPC1 promoter act
COc1ccc(/C=N/NC(=O)c2cc(C)n(-c3ccccc3)c2C)cc1OC	-20%
O=C(c1cccc(Cl)c1)N1CCN(C(=O)c2ccco2)CC1	-4%
CCSc1ncnc2c1oc1ccccc12	-2%
COc1ccc(NC(=O)CSc2nc3[nH]c(=O)cc(O)c3s2)c(OC)c1	-1%
CC1(C)C(=O)C2(CCCC2)C(=O)OC1c1ccco1 (stereo not drawn)	2%

Additional entries:
SMILES,NPC1 promoter act,RORg inh,BRCA1 expr up,FLuc counter,Rab9 prom act,VP16 counter,uPA generation,p53 reactivation,ELG1 genotoxic,MBNL1 CUG block
O=C(COC(=O)c1cccc(-n2cnnn2)c1)c1ccc(F)cc1,3.2µM*,/,?,17µM*,2.8µM*,/,-3%,14%,?,/
CC[C@]12c3[nH]c4cc(CCC(=O)N(C)C)ccc4c3CCN1C(=O)[C@@H](CC(=O)NC/C=C(\C)CCC=C(C)C)C[C@@H]2C(=O)N1CCN(C(=O)c2ccco2)CC1,/,/,-76%,/,/,/,?,-11%,?,/
Cc1ccc(CNC(=O)Cn2ccc(NC(=O)OCc3ccccc3)nc2=O)o1,-3%,/,-4%,6%,1%,/,2%,7%,-1%,/
O=C(CN1C(=O)C2CC=CCC2C1=O)Nc1ccccc1N1CCCC1 (stereo not drawn),-4%,/,2%,-1%,-1%,/,?,8%,1%,/
O=S(=O)(c1ccc(Br)s1)N1CCC2(CC1)OCCO2,-1%,26%,-15%,1%,10%,3%,5%,27%,3%,1%
O=C(NCCCCNC(=O)c1cccnc1Cl)c1cccnc1Cl,4%,1%,21%,4%,-1%,-13%,2%,?,26%,-9%
COCCNC(=O)CSc1nc2ccc(N3CCOCC3)cc2c(=O)n1CCc1ccccc1,0%,3.5µM*,-3%,-13%,2%,?,0%,-5%,-1%,10%
Cc1cc[n+](-c2[nH]c(=O)sc2/C=N/N=C(\[O-])CCn2c3ccccc3c3ccccc32)cc1,-2%,8%,-2%,5%,-4%,-9%,1%,1%,1%,/
O=c1[nH]c2ccc(N=Cc3c(O)ccc4cc(Br)ccc34)cc2[nH]1,-2%,-3%,-6%,2%,-7%,2%,-1%,-3%,0%,12%
C#CCOCCOCCOCCNc1nc(OC)nc(N2CCN(C(=O)[C@H](CCCCN)n3cc(C(N)CO)nn3)CC2)n1 (stereo partly drawn),0%,3%,/,-2%,-16%,3%,/,-1%,0%,-13%
CNc1nc(C)c(C#N)cc1C(C)=O,-1%,8%,1%,0%,-1%,2%,0%,-15%,5%,8%
CC(=O)Nc1ccc(NC(=O)c2c(C)nc3ccccn23)cc1,3%,9%,32%,-9%,3%,-1%,-5%,1%,5%,2%
Cc1cc(N)nc2nc(C(F)(F)F)nn12,-5%,-7%,-26%,-3%,-11%,-2%,2%,-4%,0%,-4%
Cn1c(SCC(=O)NCc2ccco2)nnc1-c1ccc(S(=O)(=O)N2CCOCC2)cc1,0%,-1%,15%,3%,-5%,0%,2%,-6%,2%,-1%

3 entries already listed, arranged by molar mass, falling.
SMILES,NPC1 promoter act,RORg inh,BRCA1 expr up,FLuc counter,Rab9 prom act,VP16 counter,uPA generation,p53 reactivation,ELG1 genotoxic,MBNL1 CUG block
CC(=O)Nc1ccc(NC(=O)c2c(C)nc3ccccn23)cc1,3%,9%,32%,-9%,3%,-1%,-5%,1%,5%,2%
Cc1cc(N)nc2nc(C(F)(F)F)nn12,-5%,-7%,-26%,-3%,-11%,-2%,2%,-4%,0%,-4%
CNc1nc(C)c(C#N)cc1C(C)=O,-1%,8%,1%,0%,-1%,2%,0%,-15%,5%,8%
